Screens deposited in PubChem by several laboratories.
IDE act: human IDE activators in live cells, primary screen, fluorescence polarization, HEK cells, FAbeta-B substrate; AID 493087, 2011; activation, % at 5.96 µM; 340,000 tested, 0.073% active; FAbeta-B cleavage; 0% vehicle, 100% cell-free pure enzyme wells;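 active = activation above the mean of all tested compounds plus 3 SD, set per screening campaign, cut at about 17% in these data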
pCIP destab: p/CIP-EGFP fusion destabilizers, primary screen, fluorescence, F442A cells. 16 h. decrease of EGFP signal, % at 10 µM. 290,000 tested, 0.01% active. AID 1984, 2009;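 active = EGFP signal decrease of at least 30% at 10 µM or well 3 SD below plate mean, unless failing retest; inactive = the rest, including hits failing retest or dose response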; note: some compounds called inactive have numbers as strong as hits; many of its hits are not listed in these tables
M18AAP inhibitor: PfM18AAP inhibitors, malaria aminopeptidase, primary screen, biochemical, QFRET, recombinant enzyme | M18 aspartyl aminopeptidase (Plasmodium falciparum 3D7) | 290,000 tested, 1.2% active | inhibition, % at 7.35 µM | H-Glu-NHMec fluorogenic cleavage;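 active = inhibition above the campaign mean inhibition over all tested compounds plus 3 SD, cut at about 28% in these data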;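 note: 0% = plate median of test compound wells and 100% = 2 mM ZnCl2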
IDE inh: human IDE inhibitors in live cells, primary screen, fluorescence polarization, HEK cells, FAbetaB substrate | Insulin-degrading enzyme (Homo sapiens), P14735 | FAbetaB cleavage | inhibition, % at 5.59 µM | 320,000 tested, 0.41% active;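 active = percent inhibition above the average of all tested compounds plus 3 SD, set per screening campaign, cut at about 16% in these data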;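 note: IDE supplied by intact live HEK cells; FP after avidin binding of uncleaved biotin substrate so inhibition keeps polarization high; 0% = DMSO wells and 100% = 60 µM reference IDE inhibitor Ii1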
IMP-1 inhibitor: IMP-1 metallo-beta-lactamase inhibitors, primary screen, biochemical, epi-absorbance readout, Pseudomonas aeruginosa enzyme; inhibition, % at 5.6 µM; purified IMP-1, nitrocefin hydrolysis, epi-absorbance fluorescence; 290,000 tested, 0.45% active;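 active = inhibition above the mean plus 3 SD of all compounds in the same screening run, cut at about 4.5% in these data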;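 note: 0% = IMP-1 with DMSO and 100% = DMSO wells lacking enzyme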
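System: Purified IMP-1 | Read-out basis: Percent enzyme inhibition | Controls: IMP-1 with DMSO as 0%, enzyme-free DMSO as 100% | Replicates: One well per compound | Doses: 5.6 µM nominal single concentration | Detection: Epi-absorbance fluorescence, 480 nm excitation, 530 nm emission | Incubation: 25 °C, 15 min preincubation, 25 min reaction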
PHOSPHO1 block: PubChem AID 1565. 290,000 tested, 1.1% active. Phosphoethanolamine/phosphocholine phosphatase (Homo sapiens), Q8TCT1. inhibition, % at 13.3 µM. recombinant PHOSPHO1, absorbance phosphatase assay; in the data active = inhibition above about 60%
Target sequence (Q8TCT1 whole entry, looked up): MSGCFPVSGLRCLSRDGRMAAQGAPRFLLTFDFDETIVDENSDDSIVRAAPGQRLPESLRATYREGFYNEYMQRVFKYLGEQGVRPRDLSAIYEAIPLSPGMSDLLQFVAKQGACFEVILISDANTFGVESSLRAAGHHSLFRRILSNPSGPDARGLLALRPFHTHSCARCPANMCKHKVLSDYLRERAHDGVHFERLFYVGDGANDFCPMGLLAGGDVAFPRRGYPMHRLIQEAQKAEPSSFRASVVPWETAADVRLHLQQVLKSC
NALP1 yeast inh: NALP1 inflammasome inhibitors in reconstituted yeast, colorimetric, S. cerevisiae, triplicate retest; S. cerevisiae NALP1/ASC/caspase-1 growth, X-gal OD620, 72 h; inhibition, % at 10 µM; 280,000 tested, 0.61% active; in the data active = inhibition mostly above about 24%, no sharp cut-off; inactive = mostly below about 32%; note: some compounds called inactive have numbers as strong as hits
GPR7 antagonist: GPR7 receptor antagonists, primary screen, cell-based, fluorescence, single concentration. AID 1861, 2009. 290,000 tested, 1.1% active. inhibition, % at 4.4 µM. GPR7-expressing cells, fluorescence antagonist assay; in the data active = inhibition above about 16%, passing the limit was not always enough;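 note: cells stimulated with the agonist NPW; 0% = agonist with vehicle and 100% = vehicle without agonist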
Target sequence (P48145 whole entry, looked up): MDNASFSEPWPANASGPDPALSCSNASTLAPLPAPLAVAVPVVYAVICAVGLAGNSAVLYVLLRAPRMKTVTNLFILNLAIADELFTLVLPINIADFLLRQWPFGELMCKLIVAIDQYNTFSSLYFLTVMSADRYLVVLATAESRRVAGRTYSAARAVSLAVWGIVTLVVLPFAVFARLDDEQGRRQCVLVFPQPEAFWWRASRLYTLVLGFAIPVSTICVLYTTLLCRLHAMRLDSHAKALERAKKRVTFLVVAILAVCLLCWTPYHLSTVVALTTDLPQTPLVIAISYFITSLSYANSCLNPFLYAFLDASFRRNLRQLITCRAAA
VIM-2 inhibitor: VIM-2 metallo-beta-lactamase inhibitors, primary screen, biochemical, epi-absorbance readout, Pseudomonas aeruginosa enzyme; 290,000 tested, 0.89% active; purified VIM-2, nitrocefin hydrolysis, epi-absorbance fluorescence; AID 1527, 2009; inhibition, % at 5.6 µM;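 active = inhibition above the mean of all tested compounds plus 3 SD, cutoff set per screening run, cut at about 7.5% in these data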;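 note: red hydrolysis product quenches plate fluorescence so inhibitors raise well fluorescence; 0% = enzyme with DMSO and 100% = DMSO without enzyme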
* = called active by the depositor; / = no result given. The order is random, and some 5.3% of all compounds hit somewhere here.

The line under a structure holds: IDE act, pCIP destab, M18AAP inhibitor, IDE inh, IMP-1 inhibitor, PHOSPHO1 block, NALP1 yeast inh, GPR7 antagonist, VIM-2 inhibitor
COC(=O)[C@H]1C[C@@H]1[C@H](NS(=O)(=O)c1ccc2ccccc2c1)c1ccccc1
    -5, 18, 5, 3, -2.7, 1, 30, -8, -0.5
CN1C(=O)C(CC(=O)Nc2ccc(F)cc2)N(Cc2ccco2)C1=S (configuration not stated)
    7, -17, -4, 6, -1.0, 35, 17, -1, -0.1
CC(C)(C)n1nnnc1C(c1ccc(C(F)(F)F)cc1)N(Cc1ccccc1)Cc1ccco1 (configuration not stated)
    -2, -16, -4, -6, -3.0, 18, 7, 3, -2.1
N/C(=N\OC(=O)c1ccccc1Cl)c1ccc(Cl)cc1
    -4, -2, 3, 3, -2.0, -6, /, 1, -0.3
Cc1ccc(Nc2nc(N)nc(CN3CCN(C(=O)c4ccco4)CC3)n2)cc1Cl
    1, -8, 15, 3, -3.4, 9, -12, -16, -5.6
C=CCc1cc(/C=C2/NC(=O)N(CC(=O)OC)C2=O)cc(OC)c1O
    11, 11, 1, 5, -3.4, 4, 10, -4, -1.8
Cn1c(C(=O)O)cc2cc(Oc3ccccc3)ccc21
    2, -9, -1, -8, -4.1, 8, 12, -10, 0.1
CCOc1ccc(N2C(=O)C(Cl)=C(N3CCOCC3)C2=O)cc1
    -7, -2, 29*, 3, -5.8, 14, -1, -14, -1.7
CCOC(=O)COc1ccsc1C(=O)OC
    1, -8, 5, 9, -3.0, 29, 0, -12, -3.5
CC(=O)c1cccc(NC(=O)Cn2cnc(S(=O)(=O)N3CCCC3)c2)c1
    5, 11, -5, 1, -1.1, 52, 20, 8, -5.0
O=C(O)CC(C(=O)OC1CCCCC1)N1CCOCC1 (configuration not stated)
    2, -2, -7, 2, -4.5, 1, 15, -10, -0.9
COc1cccc(C(=O)C2CCCN(C(=O)c3ccccn3)C2)c1 (configuration not stated)
    4, 4, 6, -5, -3.2, 20, 14, -4, -4.2
COC(=O)c1cc2c(cc1N)OCCO2
    -2, -4, -2, 3, -2.9, 22, -4, 7, -1.9
O=C(CCN1C(=O)/C(=C\C=C\c2ccccc2)SC1=S)Nc1ccc(C(=O)O)cc1
    0, -16, 6, 7, 8.4*, 17, 10, -5, -1.4
O=C(NC(=S)Nc1nc(-c2cccc([N+](=O)[O-])c2)cs1)c1cc(Cl)ccc1Cl
    4, -8, -6, -2, 2.6, 21, 24, -1, -1.7
CCOC(=O)C(NC(=O)c1ccccc1)(N1CCOCC1)C(F)(F)F (configuration not stated)
    8, -8, 2, -2, -2.4, -13, 16, -10, -1.8
COC(=O)c1ccc(/C=C/c2c(-c3ccsc3)oc3ccc(N4CCOCC4)cc23)cc1
    9, -4, -5, -2, -1.7, -2, 6, 0, 0.8
COc1ccc2[nH]c(O)c(N=O)c2c1
    3, 1, -3, 13, -2.0, 3, 29, -7, -2.5
O=C1CCCC(O)=C1N=Nc1ccc(S(=O)(=O)N2CCOCC2)cc1
    5, -14, 12, 3, -2.1, 20, 19, -3, -2.4
CCc1ccc(NC(=O)CCc2nnc3ccc(N4CCCC4)nn23)cc1
    -4, 4, 3, 5, -3.9, 33, 22, -4, -6.8
O=C(c1ccc(Cn2cc([N+](=O)[O-])cn2)o1)N1CCCCCC1
    4, -26, -1, 2, -2.7, 14, 13, -17, -1.7
CCOC(=O)c1c2n(c3c(NCc4ccccc4)ncnc13)CCCC2
    1, -15, -1, 2, -0.7, -10, 1, 0, -1.5
COc1cc(/C=C/C(=O)OCC(=O)Nc2ccc(C)c(S(=O)(=O)N3CCCCC3)c2)ccc1O
    -3, 5, -6, 5, -0.5, -23, /, -12, -0.6
O=c1cc(N2CCCCC2)c(-c2ccccc2)nn1Cc1cccc(F)c1
    4, 17, -13, -5, -3.1, 0, -3, -11, -2.4
CC(=O)Nc1ccc(S(=O)(=O)Nc2nc3ccc([N+](=O)[O-])cc3s2)cc1
    -4, -1, -4, -1, -0.4, -10, -14, -10, 2.6
COc1ccc(OCC(=O)OC(C)CN2CCCCC2)cc1 (configuration not stated)
    6, -4, -1, 6, -1.3, 24, 24, 5, -2.0
CCS(=O)(=O)N1Cc2ccccc2CC1C(=O)Nc1nc(C)cs1 (configuration not stated)
    6, 5, -5, -3, -1.8, -22, -2, 11, -2.0
O=C(NCc1ccccn1)c1ccc2nc(C3CCCCC3)oc2c1
    6, 8, 2, 4, -4.2, 22, 7, 8, -2.0
CCCOc1ccc(C(=O)NNC(=S)NC(=O)CC)cc1
    1, 13, 0, 7, -3.3, 38, -1, 6, -2.9
COc1cc(NS(=O)(=O)c2ccc(NC(=O)COc3cccc(C)c3)cc2)nc(OC)n1
    -3, -5, 2, -1, -0.6, 24, 5, -13, -2.8
COc1ccccc1Nc1cc(N2CCOCC2)c2nonc2c1[N+](=O)[O-]
    4, -6, -2, 3, -2.8, 2, -5, -15, -3.0
Cc1coc(C)c1C(=O)Nc1ccc2ccccc2c1
    3, 14, -3, /, -2.6, /, 21, -5, -3.6
O=C(COC(=O)c1ccccc1Sc1ccc(C(F)(F)F)cc1[N+](=O)[O-])NC(=O)NC1CCCC1
    -4, -7, -8, -2, 0.2, -19, 11, -4, -3.4
CC(NC(=O)Nc1cccc(F)c1)c1ccc2c(c1)OCO2 (configuration not stated)
    5, -1, -2, -1, -3.2, 38, 18, -4, -0.5
O=C(/C=N/NC(=O)c1ccccc1Br)c1ccccc1
    3, 2, 10, 1, -2.0, 17, -45, 0, -4.0
Cc1ccc(NC(=O)CCc2c(C)nn(-c3ccc(N4CCOCC4)nn3)c2C)cc1
    7, -1, -3, -1, -3.4, 12, 13, -14, -2.7
NC(=O)c1ccc(-c2ccccc2F)cc1
    11, 1, 3, -7, -2.1, 18, 21, -7, -1.8
CC(C)(C)NC(=O)Cn1nnc(-c2ccc(OCc3c(F)cccc3Cl)cc2)n1
    -8, -6, -4, 14, -1.9, 39, 1, -18, -3.3
CCOC(=O)C1CCCN(c2ccc(NC(=O)c3snc4c(=O)[nH]cnc34)cc2)C1 (configuration not stated)
    -2, 2, -12, -4, -3.0, -30, 25, -7, -1.5
Cc1ccc(CN2CCN(c3ccccc3)CC2)o1
    -6, -3, 2, 2, -2.7, 51, 13, -13, -1.7
CCCCSc1nnc([C@H](CC(C)C)NC(=O)OC(C)(C)C)o1
    -3, -7, -2, -5, -3.7, -21, -3, -10, -4.9
CCCCCCn1nc(C(=O)Nc2nc3c(s2)CCCC3)c2ccccc2c1=O
    4, -18, -12, 3, -3.0, 4, 12, -8, -0.7
CCN1CCN(c2c(/C=C3\SC(=S)N(Cc4ccco4)C3=O)c(C)c(C#N)c(=O)n2C)CC1
    -62, -55, 24, 66*, 6.4*, -16, /, -7, 0.7
Cc1cccc2cc(C#N)c(N3CCOCC3)nc12
    4, 4, 6, 3, 0.4, /, 11, 4, 2.5
CCCn1c(SCC(=O)Nc2ccccc2CC)nnc1C(C)C
    -2, 2, -14, 3, -3.2, -17, 28, 0, -1.6
COc1ccc(NC(=O)CSc2n[nH]c(CNc3cccc(C)c3)n2)cc1
    2, 1, 1, 6, -1.2, 19, 1, -4, -4.8
COc1ccc(NC(=O)CCCn2c(=S)[nH]c3ccccc3c2=O)cc1
    -1, -11, 2, -3, -4.2, 34, 31, 2, -5.9
COc1nnc(-c2ccc(C(=O)N3C[C@@H]4C[C@H](C3)c3cccc(=O)n3C4)cc2)c2ccccc12
    1, 11, -3, /, -1.5, -10, -8, -9, 2.1
CS(=O)(=O)N(CC(=O)NC1CC1)C1CCCCC1
    6, 3, -2, 2, -2.5, 3, 30, -6, -3.1
CCC(Sc1ncccc1C(=O)O)C(=O)N1CCOCC1 (configuration not stated)
    0, 18, 1, 6, -2.9, -75, 7, -15, 0.9
CCN(CC)CCN1C(=O)C2C(C(=O)Nc3cc(C)cc(C)c3)C3C=CC2(O3)C1C(=O)NC1CCCCC1 (configuration not stated)
    3, -7, 1, 0, -2.8, 39, 19, -7, -2.4
CC(C)Sc1oc(-c2ccco2)nc1S(=O)(=O)c1ccc(F)cc1
    1, -5, -10, -1, 0.6, -2, 0, -7, 3.3
CCOC(=O)c1c(C)[nH]c(C)c1C(=O)COC(=O)c1ccc(Cl)c(S(=O)(=O)NCc2ccccc2)c1
    -2, 1, 4, 0, -1.7, 7, 37, 5, -2.3
C#CCSc1nc2sc3c(c2c(=O)n1C)CCC3
    -8, -5, -3, 0, -2.0, -144, 22, 2, 2.6
CCN(CC)CCNc1nc(C(F)(F)F)nc2c1nnn2Cc1ccccc1
    3, -2, -6, -3, -3.5, /, -7, -4, 0.2
CC1CCN(CCn2c(=S)[nH]c3ccccc3c2=O)CC1
    4, -7, 2, 0, -2.1, -21, 0, -13, -1.7
COc1ccc(Cl)cc1S(=O)(=O)N1CCN(C(=O)COc2ccccc2)CC1
    3, 0, -1, 1, -0.8, 41, 5, -11, -2.3
O=C(O)Cc1ccccc1C(=O)O
    6, -1, 0, -3, -2.6, 16, 11, 6, -2.6
COc1ccc(S(=O)(=O)N2CCOC2CNC(=O)C(=O)NCCc2ccc(OC)c(OC)c2)cc1C (configuration not stated)
    6, -4, -1, -1, -0.5, -10, 32, -7, -3.4
CC(=O)c1ccc(N2CCN(C(=O)CCNC(=O)Cn3ccc4ccccc4c3=O)CC2)cc1
    6, -28, 0, 2, -0.2, 39, 6, 6, -1.4

(next part)
The line under a structure holds: IDE act, pCIP destab, M18AAP inhibitor, IDE inh, IMP-1 inhibitor, PHOSPHO1 block, NALP1 yeast inh, GPR7 antagonist, VIM-2 inhibitor
CCCCNC(=S)N1CCN(c2ccccc2Cl)CC1
    3, -4, 2, -3, -2.6, -10, 16, -12, -2.4
COc1cccc(OC)c1C(=O)N1CCN=C1SCc1cccnc1
    -4, -8, 5, 5, -2.6, 10, 17, -6, -4.4
Fc1ccc(/C=N/Nc2ncnc3nc[nH]c23)cc1F
    0, -11, 8, 1, -2.1, -16, 14, -7, -4.4
CCOC(=O)C1=C(C)N=C2SC=C(C)N2C1c1ccc(OC)cc1 (configuration not stated)
    3, 2, 5, -4, -2.4, 46, 2, 3, -2.7
CC(=O)N/C(=C\c1ccccc1)C(=O)Nc1ccccc1C
    4, -1, 6, 1, -3.5, 45, 9, -3, -2.3
COC(=O)c1ccc(NC(=O)C2CCCN(S(=O)(=O)c3cnc[nH]3)C2)cc1 (configuration not stated)
    -2, -2, 1, 2, -2.8, -7, 20, -3, 2.6
Cc1ccnc(NC(c2ccccn2)c2c(C)[nH]c3ccccc23)c1 (configuration not stated)
    4, -9, 5, -3, -2.9, 15, -11, -9, -4.1
COc1ccc(-c2nc(CN3CCCCC3c3cccnc3)c(C)o2)c(F)c1 (configuration not stated)
    4, -18, -2, -1, -2.1, 41, -9, 1, -4.0
COc1ccc(/C=N/NC(=O)c2ccccc2[N+](=O)[O-])cc1CN1CCc2cc(OC)c(OC)cc2C1C (configuration not stated)
    2, -10, -2, 0, -2.3, -22, -6, -11, -1.2
